Screening results from PubChem BioAssay.
IDE cell activ: human IDE activators in live cells, primary screen, fluorescence polarization, HEK cells, FAbeta-B substrate; activation, % at 5.96 µM; Insulin-degrading enzyme (Homo sapiens), P14735; FAbeta-B cleavage; 0% vehicle, 100% cell-free pure enzyme wells; hit rate 0.073% among 340,000; AID 493087, 2011;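 active = activation above the mean of all tested compounds plus 3 SD, set per screening campaign, cut at about 17% in these data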
MEKK2wt PB1 HTS: modulators of MEK5 binding to wildtype MEKK2, primary screen, biochemical, multiplex bead flow cytometry, Alexa488-MEK5; Mitogen-activated protein kinase kinase kinase 2 (Homo sapiens), Q9Y2U5; hit rate 1.1% among 290,000; Alexa488-MEK5 binding to MEKK2 WT; actives lie on both sides; binding response (% of control), % at 10 µM; in the data active = binding response below about 67% or above about 130%
MEKK3 PB1 HTS: modulators of MEKK3-MEK5 PB1 binding, primary screen, biochemical, wildtype MEKK3, multiplex bead flow cytometry, Alexa488-MEK5 | Mitogen-activated protein kinase kinase kinase 3 (Homo sapiens), Q99759 | bead-based flow cytometry, Alexa488-MEK5 binding to MEKK3; actives lie on both sides; 0 = blocked by unlabeled MEK5, 100 = vehicle | binding response (% of control), % at 10 µM | hit rate 1.4% among 290,000;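 active = binding response more than 3 SD above or below the average of its plate-row segment, actives on both sides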;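 note: Alexa488 bead fluorescence after subtracting the streptavidin-only scavenger bead signal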
NALP1 inh: NALP1 inflammasome inhibitors in reconstituted yeast, colorimetric, S. cerevisiae, triplicate retest; S. cerevisiae NALP1/ASC/caspase-1 growth, X-gal OD620, 72 h; inhibition, % at 10 µM; hit rate 0.61% among 280,000; AID 2071, 2009; in the data active = inhibition mostly above about 24%, no sharp cut-off; inactive = mostly below about 32%; note: some compounds called inactive have numbers as strong as hits
MEKK2 mut-MEK5: MEK5 binding signal on mutant MEKK2 PB1, primary screen, biochemical, multiplex bead flow cytometry, Alexa488-MEK5 | Alexa488-MEK5 binding to MEKK2 mutant | percent response, % at 10 µM | hit rate 0.35% among 290,000; in the data active = percent response above about 24%, passing the limit was not always enough; note: inactives centre near 1; some results filed as inactive read as strong as hits; reference of the scale not given here
PfM18AAP inh: PfM18AAP inhibitors, malaria aminopeptidase, primary screen, biochemical, QFRET, recombinant enzyme. M18 aspartyl aminopeptidase (Plasmodium falciparum 3D7). H-Glu-NHMec fluorogenic cleavage. inhibition, % at 7.35 µM. hit rate 1.2% among 290,000. AID 1822, 2009;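 active = inhibition above the campaign mean inhibition over all tested compounds plus 3 SD, cut at about 28% in these data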;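 note: 0% = plate median of test compound wells and 100% = 2 mM ZnCl2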
IDE inh: human IDE inhibitors in live cells, primary screen, fluorescence polarization, HEK cells, FAbetaB substrate; inhibition, % at 5.59 µM; hit rate 0.41% among 320,000; AID 434962, 2010; FAbetaB cleavage;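 active = percent inhibition above the average of all tested compounds plus 3 SD, set per screening campaign, cut at about 16% in these data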;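 note: IDE supplied by intact live HEK cells; FP after avidin binding of uncleaved biotin substrate so inhibition keeps polarization high; 0% = DMSO wells and 100% = 60 µM reference IDE inhibitor Ii1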
SUMO HTRF inh: inhibitors of in vitro SUMOylation cascade, primary screen, biochemical, HTRF, uHTS | SUMO-conjugating enzyme UBC9 (Homo sapiens), P63279 | HTRF SUMOylation assay, SAE1/SAE2 + UBC9 | inhibition, % at 35 µM | hit rate 0.36% among 290,000; in the data active = inhibition above about 50%, passing the limit was not always enough; note: strong numbers were not always called active
pCIP destab: p/CIP-EGFP fusion destabilizers, primary screen, fluorescence, F442A cells. decrease of EGFP signal, % at 10 µM. AID 1984, 2009. hit rate 0.01% among 290,000. 16 h. Q05BA5;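 active = EGFP signal decrease of at least 30% at 10 µM or well 3 SD below plate mean, unless failing retest; inactive = the rest, including hits failing retest or dose response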; note: some compounds called inactive have numbers as strong as hits; many of its hits are not listed in these tables
Target sequence (Q05BA5 1-1403): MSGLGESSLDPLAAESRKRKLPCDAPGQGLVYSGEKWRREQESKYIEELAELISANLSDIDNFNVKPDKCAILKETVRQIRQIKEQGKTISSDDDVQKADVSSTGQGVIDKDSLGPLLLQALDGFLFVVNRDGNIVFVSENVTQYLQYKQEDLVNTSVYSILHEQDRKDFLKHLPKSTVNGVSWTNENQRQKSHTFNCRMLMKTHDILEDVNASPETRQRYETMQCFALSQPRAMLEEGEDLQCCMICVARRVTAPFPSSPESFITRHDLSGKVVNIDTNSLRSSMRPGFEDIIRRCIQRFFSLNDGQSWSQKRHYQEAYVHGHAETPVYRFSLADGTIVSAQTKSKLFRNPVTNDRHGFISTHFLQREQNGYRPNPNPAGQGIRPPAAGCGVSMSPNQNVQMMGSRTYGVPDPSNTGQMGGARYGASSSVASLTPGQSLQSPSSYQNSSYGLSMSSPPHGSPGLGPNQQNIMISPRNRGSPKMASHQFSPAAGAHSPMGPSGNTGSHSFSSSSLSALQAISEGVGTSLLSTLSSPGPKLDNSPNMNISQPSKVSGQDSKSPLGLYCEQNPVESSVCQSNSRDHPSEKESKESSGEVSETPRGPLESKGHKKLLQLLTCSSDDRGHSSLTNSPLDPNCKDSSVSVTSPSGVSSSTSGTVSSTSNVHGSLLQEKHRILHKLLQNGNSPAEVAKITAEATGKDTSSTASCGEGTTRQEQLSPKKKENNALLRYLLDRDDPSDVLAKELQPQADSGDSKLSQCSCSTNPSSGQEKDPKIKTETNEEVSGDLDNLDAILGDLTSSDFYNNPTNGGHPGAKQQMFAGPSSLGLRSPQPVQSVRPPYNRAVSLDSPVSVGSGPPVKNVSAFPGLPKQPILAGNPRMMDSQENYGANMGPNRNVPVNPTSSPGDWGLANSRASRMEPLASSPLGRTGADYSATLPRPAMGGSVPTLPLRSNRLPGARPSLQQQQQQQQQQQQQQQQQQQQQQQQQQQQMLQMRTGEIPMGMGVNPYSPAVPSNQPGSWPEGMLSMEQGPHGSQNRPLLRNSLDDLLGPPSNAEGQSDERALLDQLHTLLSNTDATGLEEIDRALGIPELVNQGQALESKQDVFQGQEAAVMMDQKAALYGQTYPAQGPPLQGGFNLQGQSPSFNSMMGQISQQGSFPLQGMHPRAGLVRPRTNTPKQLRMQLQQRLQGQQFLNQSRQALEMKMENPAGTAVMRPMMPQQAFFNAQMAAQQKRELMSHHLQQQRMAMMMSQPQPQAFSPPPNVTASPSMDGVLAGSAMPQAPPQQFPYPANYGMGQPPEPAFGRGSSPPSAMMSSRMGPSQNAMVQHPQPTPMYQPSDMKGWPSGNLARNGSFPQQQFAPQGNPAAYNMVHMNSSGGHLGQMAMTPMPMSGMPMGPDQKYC
An asterisk follows results filed as active; x = no result given. These rows are one share of the data, so the mix of outcomes need not match the whole.

SMILES	IDE cell activ	MEKK2wt PB1 HTS	MEKK3 PB1 HTS	NALP1 inh	MEKK2 mut-MEK5	PfM18AAP inh	IDE inh	SUMO HTRF inh	pCIP destab
Cn1cc(CN2CCCCC2C(=O)Nc2ccc(-n3cccn3)cc2)cn1 (stereo unspecified)	2	103	99	12	5	-5	1	15	0
Oc1ccccc1/C=N/n1c(-c2cccs2)n[nH]c1=S	-8	110	107	-34	4	16	7	-1	-2
CCn1c(SCc2nc3ccccc3[nH]2)nnc1-c1cccs1	-1	110	108	6	9	-4	2	18	3
COc1cccc2sc3ccc(C#CC4(O)CCCCC4)cc3c(=O)c12	-4	89	103	13	-3	8	-5	18	-3
Cn1nccc1C(=O)Nc1ccc(S(=O)(=O)N2CCCC2)cc1	2	108	99	5	3	1	3	13	12
CCOC(=O)Cn1ccc(NC(=O)c2ccc3c(c2)OCO3)n1	5	104	104	3	4	-2	-2	-8	11
CCc1ccc(C(=O)Nc2cc(C)on2)o1	-2	99	103	-2	-1	0	6	8	-3
NC(=O)[C@H]1CC2(CC(c3cccc(NC(=O)c4ccccc4)c3)=NO2)CN1C(=O)[C@H]1CCC(=O)N1 (stereo partly specified)	0	110	103	4	6	-7	0	-5	-14
O=C(NCc1ccco1)c1ccc2nccnc2c1	4	110	108	4	11	4	-4	8	-7
CN(c1cccc(NC(=O)c2ccccc2N(Cc2ccccc2)S(C)(=O)=O)c1)S(C)(=O)=O	1	102	103	18	2	-2	0	5	2
Cc1c(Cl)cccc1NC(=S)NCCCN(C)C	2	102	103	28	0	-13	-5	12	-21
Cc1nn(CCCC(=O)Nc2c(F)cc(F)cc2Br)c(C)c1[N+](=O)[O-]	12	98	104	10	-4	-6	0	-6	-3
CC(=O)Nc1ccc(NC(=O)COC(=O)[C@@H](NC(=O)c2ccc(F)cc2)C(C)C)cc1	1	97	103	7	0	0	-8	6	-7
Cc1ccc(OCC(=O)Nc2nnc(S(=O)(=O)N3CCCCCC3)s2)cc1	0	101	106	17	0	1	0	14	-3
O=C(NCCN1CCN(C(=O)c2cccc(Br)c2)CC1)C(=O)NCc1ccccc1	2	95	99	16	-1	-15	-1	37	-3
CCOc1ccc2[nH]c(=O)c(C(c3nnnn3CCOC)N3CCOCC3)cc2c1 (stereo unspecified)	1	102	102	2	4	7	4	23	-7
CNC(=O)c1ccc(Nc2nnc(-c3ccc(C(N)=O)cc3)c3ccccc23)cc1	2	103	103	15	3	0	2	-6	0
COc1ccccc1C(=O)N1C(CC(=O)Nc2ccccc2C)C(=O)NC2CCCCC21 (stereo unspecified)	3	94	96	-1	-3	-1	-4	2	-2
O=[N+]([O-])c1ccc(Sc2ncc3ccccn23)nc1	2	102	101	0	9	3	-3	8	-7
COc1ccc2cc(C(c3nnnn3C3CCCC3)N3CCOCC3)c3nnnn3c2c1 (stereo unspecified)	3	92	94	7	-4	-6	-3	3	2
Cc1ccccc1NC(=O)COC(=O)/C=C/c1cccc(C(F)(F)F)c1	6	99	96	19	-3	-13	-3	-5	2
COC(=O)CCC(=O)Nc1ccc(Br)cc1	5	109	107	36	11	-1	0	-16	6
Cc1c(Br)c(C(=O)NNC(=O)c2ccc(C(C)(C)C)cc2)nn1C	2	104	104	x	2	2	6	-11	-13
O=C(NCc1cccs1)c1cc(-c2cccs2)on1	-2	107	108	19	5	1	4	-4	-5
CC(C)Cc1nnc(NC(=O)c2cc(-c3ccncc3)nc3ccccc23)s1	3	99	96	-3	2	1	-5	15	-8
CC(C)N1CCc2c(sc(NC(=O)c3cc4cc([N+](=O)[O-])ccc4s3)c2C(N)=O)C1	4	104	102	20	2	0	x	-23	-50
CCCCC(=O)NC(Nc1sc2c(c1C(N)=O)CCCC2)(C(=O)OCC)C(F)(F)F (stereo unspecified)	4	95	97	20	-1	3	-1	-8	-6
CC(=O)NC(C)C12CC3CC(CC(CC(=O)O)(C3)C1)C2 (stereo unspecified)	4	95	98	16	2	-14	-1	-8	-4
CCS(=O)(=O)N1CCN(c2cnn(-c3ccccc3)c(=O)c2Cl)CC1	3	97	99	15	-1	-2	3	14	-4
Cc1ccc2cc(COC(=O)c3ccncc3)c(=O)[nH]c2c1	-8	103	98	26	4	3	2	22	0
C=CCNC(=O)CC12CC3CC(C1)CC(CC(=O)NCC=C)(C3)C2	-3	100	104	0	6	4	1	12	-12
Cc1[nH]c(=O)[nH]c(=O)c1/C=N/NC(=O)[C@H](C)NC(=O)OC(C)(C)C	-3	103	105	4	2	-15	11	-6	-4
COc1ccc(C(OC(=O)c2ccco2)C(=O)NCc2ccco2)cc1 (stereo unspecified)	2	101	96	9	-2	13	1	18	1
CSc1nc2cc(S(=O)(=O)N3CCCCC3)ccc2s1	4	102	99	8	3	-2	x	12	-3
C[C@H](C(=O)CC(=O)OC(C)(C)C)[C@H](O)c1ccccc1	2	99	103	-23	6	0	-1	14	-14
COC(=O)[C@@H]1[C@@H](C)N(Cc2ccccc2)C(=O)N[C@H]1c1cccc(C(F)(F)F)c1	5	99	98	-2	2	x	-4	6	2
Cc1noc(C(=O)Nc2cccc(O)c2)c1Cl	-2	100	104	x	3	-1	0	-1	-2
CS(=O)(=O)Nc1ccc(C(=O)N2CCCCC2)cc1	1	99	98	x	-2	-12	1	11	0
COC(=O)c1ccc(C#Cc2ccccc2)o1	1	95	97	6	-5	-1	5	4	-2
Cc1cccc(N=C2NC(=O)/C(=C/c3cn(C)c4ccccc34)S2)c1	-3	92	89	19	-1	2	9	12	-5
CCCC(=O)n1nc(-c2ccccc2)nc1N	2	101	107	-74	4	-4	1	4	5
COC(=O)c1cc(N2CCNCC2)nc2ccccc12	1	93	93	x	-3	2	1	22	7
Cc1ccc(-n2ccc(=O)c(-c3ccnc(SCc4cccc(Cl)c4)n3)n2)cc1	12	92	90	7	0	-2	6	-30	-3
O=C(NCCCNC(=O)c1c(F)cccc1F)c1c(F)cccc1F	-4	106	101	4	5	0	1	-1	1
CCOc1cccc2cc(C(=O)NC(C)c3ccccc3)c(=N)oc12 (stereo unspecified)	5	89	96	10	-6	3	1	-3	2
O=C1c2ccccc2C(=O)N1CC(O)CN1CCOCC1 (stereo unspecified)	-3	98	105	8	6	-3	1	-44	-1
COC(=O)C(Cc1ccc(O)cc1)NC(=O)c1ccc2c(c1)OCCO2 (stereo unspecified)	-1	102	97	10	-5	-14	-1	-4	-14
S=c1[nH]nc2n1CCCN2	4	104	105	6	2	6	0	8	-7
CCOC(=O)c1nc2ccccc2nc1C	4	108	143*	10	0	-3	2	-3	-3
CC(c1ccccc1)C1CC(=O)N(Cc2ccccc2)C1=O (stereo unspecified)	-1	102	100	-12	-6	0	1	-4	-10
O=C(/C=C/c1ccc(OCCCF)cc1)NCc1ccc(Cl)cc1	4	x	x	10	x	5	4	2	-15
Cn1c(=O)c2c(nc3sccn32)n(C)c1=O	-2	99	95	0	0	2	-6	16	9
Cc1ccc(C(=O)NNC(=O)CCn2nnc3ccccc32)cc1	-1	96	98	-5	-6	-4	1	-10	-4
c1cn(CC2(Cn3ccnc3)COC2)cn1	2	108	106	12	8	0	6	1	3
CC1=NN(C(=O)COc2ccc(C)c(C)c2)C(O)(c2ccccc2)C1 (stereo unspecified)	4	105	123	11	3	-2	7	12	1
O=C(NCCN1CCOCC1)C(=O)NCC1OCCN1S(=O)(=O)c1ccc(F)cc1 (stereo unspecified)	5	109	107	6	8	7	2	15	-7
Cn1c2c(c(=O)n(C)c1=O)CN(CCc1ccccc1)CN2	-1	92	90	33	-4	-4	0	13	-2
O=C(NCc1ccco1)c1ccc(NS(=O)(=O)c2cccc([N+](=O)[O-])c2)cc1	2	96	101	0	-4	1	-2	15	-7
CN(C)/C=N/c1nc2nccc(-c3cccc(Cl)c3)n2n1	5	93	97	7	-4	4	1	50*	-19
Cc1ccc(C(=O)Nc2ccc(O)c(C(=O)O)c2)o1	3	102	102	6	-1	15	3	11	0
COc1ccc(CCNc2nc(-c3cccnc3)nc3ccccc23)cc1OC	1	105	104	26	-3	-13	5	6	-14

16 entries from above, in CSV form.
mol,IDE cell activ,MEKK2wt PB1 HTS,MEKK3 PB1 HTS,NALP1 inh,MEKK2 mut-MEK5,PfM18AAP inh,IDE inh,SUMO HTRF inh,pCIP destab
O=C1c2ccccc2C(=O)N1CC(O)CN1CCOCC1 (stereo unspecified),-3,98,105,8,6,-3,1,-44,-1
COC(=O)C(Cc1ccc(O)cc1)NC(=O)c1ccc2c(c1)OCCO2 (stereo unspecified),-1,102,97,10,-5,-14,-1,-4,-14
S=c1[nH]nc2n1CCCN2,4,104,105,6,2,6,0,8,-7
CCOC(=O)c1nc2ccccc2nc1C,4,108,143*,10,0,-3,2,-3,-3
CC(c1ccccc1)C1CC(=O)N(Cc2ccccc2)C1=O (stereo unspecified),-1,102,100,-12,-6,0,1,-4,-10
O=C(/C=C/c1ccc(OCCCF)cc1)NCc1ccc(Cl)cc1,4,x,x,10,x,5,4,2,-15
Cn1c(=O)c2c(nc3sccn32)n(C)c1=O,-2,99,95,0,0,2,-6,16,9
Cc1ccc(C(=O)NNC(=O)CCn2nnc3ccccc32)cc1,-1,96,98,-5,-6,-4,1,-10,-4
c1cn(CC2(Cn3ccnc3)COC2)cn1,2,108,106,12,8,0,6,1,3
CC1=NN(C(=O)COc2ccc(C)c(C)c2)C(O)(c2ccccc2)C1 (stereo unspecified),4,105,123,11,3,-2,7,12,1
O=C(NCCN1CCOCC1)C(=O)NCC1OCCN1S(=O)(=O)c1ccc(F)cc1 (stereo unspecified),5,109,107,6,8,7,2,15,-7
Cn1c2c(c(=O)n(C)c1=O)CN(CCc1ccccc1)CN2,-1,92,90,33,-4,-4,0,13,-2
O=C(NCc1ccco1)c1ccc(NS(=O)(=O)c2cccc([N+](=O)[O-])c2)cc1,2,96,101,0,-4,1,-2,15,-7
CN(C)/C=N/c1nc2nccc(-c3cccc(Cl)c3)n2n1,5,93,97,7,-4,4,1,50*,-19
Cc1ccc(C(=O)Nc2ccc(O)c(C(=O)O)c2)o1,3,102,102,6,-1,15,3,11,0
COc1ccc(CCNc2nc(-c3cccnc3)nc3ccccc23)cc1OC,1,105,104,26,-3,-13,5,6,-14

Two compounds from above, reduced to NALP1 inh and IDE inh.
SMILES	NALP1 inh	IDE inh
O=C(/C=C/c1ccc(OCCCF)cc1)NCc1ccc(Cl)cc1	10	4
Cn1c(=O)c2c(nc3sccn32)n(C)c1=O	0	-6
